High-throughput results as filed in PubChem.
S3 lipid droplet = qHTS Assay for Lipid Storage Modulators in Drosophila S3 Cells. hit rate 0.64% among 320,000. lipid storage change, negative = inhibition, % at the top dose, mostly 46.1 µM; hits show Potency in µM. Drosophila S3 cells, BODIPY lipid droplet fluorescence, 18-24 h; cells fed with added oleic acid. AID 2685; active means well fitted inhibition curve with a large enough effect in the signal ratio, with a control signal flat, not every such curve was filed as active; inconclusive means small, poorly fitted or top-dose-only effect, or effect the other way, or a change in a side signal; the % refers to the signal ratio
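Laser-scanning cytometry quantifies lipid droplet accumulation (500–530 nm total intensity; droplet/cell object ratio) in oleic acid-fed (400 uM added) Drosophila S3 cells treated with a concentration series. 20 uM Triacsin C defined 100% inhibition.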
S3 lipid droplet cell count max = also measured in S3 lipid droplet; calls as there; cell number change, %; measured here: cell count max response;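 cells counted by Cell Tracker Red CMTPX staining in the red channel; peak over a dose series mostly up to 46.1 µM; percent activity relative to internal control wells on each plate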
* marks the source's active call; other numbers are inactive results; i = inactive; ? = inconclusive; . = not tested or not shown. On the % scale 0 is the no-effect control and ±100 the full control effect; potency means the concentration at half of the fitted maximal effect. These rows are one share of the data (hit frequency here may not be typical).

SMILES | S3 lipid droplet | S3 lipid droplet cell count max
O=C(c1ccoc1)N1CCC2(CC1)Oc1ccc(Cl)cc1C(=O)C21CC(c2cccnc2)=NO1 (stereo not drawn) | 2.7% | -0.3
O=c1cc(-c2ccc(O)cc2)oc2c([C@@H]3O[C@H](CO)[C@@H](O)[C@H](O)[C@H]3O)c(O)c([C@@H]3O[C@H](CO)[C@@H](O)[C@H](O)[C@H]3O)c(O)c12 | -3.7% | 16.1
Cc1ccccc1C(=O)NC1CC2CCCC(C1)N2Cc1ccccc1 (stereo not drawn) | ? | .
Cc1nc2ccc(-c3nc4ccc(N)cc4[nH]3)cc2[nH]1 | -5.3% | 8.0
O=C(Nc1ccc(F)c(Cl)c1)c1ccc2c(=O)n3c(nc2c1)CCCCC3 | -4.6% | -10.8
Cc1ccc(Cn2nc(C)cc2C(=O)Nc2ccc(Cl)cc2)cc1 | 5.4% | -0.4
CC1(C)COC(c2cccn2Cc2ccccc2Cl)=N1 | 21.4% | -5.9
CN1CCN(C(=O)CN(c2cccc(Br)c2)S(=O)(=O)c2ccccc2)CC1 | 2.9% | 4.2
CCOC(=O)C1CCN(C(=O)CN(c2ccc(OC)cc2)S(=O)(=O)c2c(C)noc2C)CC1 | ? | .
COc1ccc(NCC(=O)n2c(C)c(C)c3ccccc32)cc1OC | ? | .
O=C(COC(=O)c1ccc(O)cc1O)c1ccc2c(c1)OCO2 | ? | .
COC(=O)Cn1nc(C)c2ccccc2c1=O | 7.5% | 11.8
CCn1c(C)nc2cc(C(=O)N/N=C/c3cccc(O)c3O)ccc21 | ? | .
O=C(O)CCn1c(-c2ccccc2)cc2c1CCCC2=O | ? | .
Cc1nc(=S)c2c([nH]1)-c1ccccc1CC21CCCCC1 | ? | .
O=S(=O)(NCC(c1cccnc1)N1CCOCC1)c1cccs1 (stereo not drawn) | 4.8% | 0.1
O=C(c1cccc(NC2=NC3CS(=O)(=O)CC3S2)c1)N1CCN(c2ccc(F)cc2)CC1 (stereo not drawn) | ? | .
O=C(NCc1ccco1)c1cc(-c2cccs2)nc2ccccc12 | -1.3% | -2.6
CCN(CC)S(=O)(=O)c1cccc(NC(=S)NC(=O)/C=C/c2ccc(S(=O)(=O)N3CCOCC3)cc2)c1 | -18.0% | -1.7
CCOC(=O)N1CCC(NC(=O)C(Cc2ccccc2)NC(=O)c2ccco2)CC1 (stereo not drawn) | ? | .
CCc1ccc(OC)c(S(=O)(=O)N2CCN(C(=O)c3ccco3)CC2)c1 | ? | .
CC(=O)Nc1ccc(NC(=O)/C=C/c2ccccc2)cc1 | ? | .
O/N=C/c1ccc(OCc2ccccc2)c(Cl)c1 | ? | .
Cc1ccc(NC(=O)c2cc(C)nc3ccccc23)c(C)c1 | i | -7.7
CC(C)(C)c1ccc(-c2nc3c(C#N)c(-c4ccc5c(c4)OCO5)ccn3n2)cc1 | ? | .
New compounds follow
SMILES | S3 lipid droplet | S3 lipid droplet cell count max
COc1ccc(Br)cc1CN(C)C(=O)c1ccncc1 | -31.1% | -6.1
CCc1ccc(CC2(O)CC(C)N(C)CC2C)cc1 (stereo not drawn) | -5.8% | -6.2
CCC(C)NC(=O)CCc1nnc2ccc(N3CCC(C)CC3)nn12 (stereo not drawn) | ? | .
CC1CCN(CC2C(=O)O[C@@H]3C[C@@]4(C)CCC[C@H](C)C4=C[C@H]23)CC(C)(C)C1 (stereo partly drawn) | 9.4% | 2.9
COc1cc(/C=C(/C#N)c2nc3ccccc3[nH]2)ccc1OCC(=O)Nc1ccccc1C(C)C | ? | .
CCc1ccc(NS(=O)(=O)c2ccc3[nH]cc(C(=O)NCC4CCCO4)c(=O)c3c2)cc1 (stereo not drawn) | ? | .
O=C(Nc1cccc2ccccc12)c1ccc(Cn2cc(Cl)cn2)cc1 | ? | .
Cc1ccc(S(=O)(=O)N2CCCC(C(=O)NCCc3ccc4c(c3)OCO4)C2)cc1 (stereo not drawn) | ? | .
Cc1nc2c3ccccc3nc(SCC(=O)c3ccc(Cl)cc3)n2n1 | ? | .
COc1ccc(C2CC(=O)n3nc(C45CC6CC(CC(C6)C4)C5)nc3S2)cc1OC (stereo not drawn) | 1.2% | 1.6
O=C(O)CC(NC(=O)C1c2ccccc2Oc2ccccc21)c1ccc(OC2CCCC2)cc1 (stereo not drawn) | -1.1% | -11.4
O=C(Nc1cccc(Cl)c1Cl)C1CCCO1 (stereo not drawn) | 19.1% | -1.8
CC(C)(C)C1CCc2sc(C(=O)NNC(=O)CCl)cc2C1 (stereo not drawn) | ? | .
Cc1nn(C)c(C(=O)N/N=C/c2ccc(-c3ccccc3)cc2)c1Cl | ? | .
COc1ccc(-c2cn(Cc3cccc(OC)c3)nn2)cc1 | ? | .
COc1ccc(OC)c(S(=O)(=O)N2CCC(C(=O)NCc3ccccc3)CC2)c1 | 5.7% | -9.8
C1CCN(c2nc3nonc3nc2N2CCCC2)C1 | 0.5% | -15.2
CC1CCCCC1NC(=O)CCS(=O)(=O)c1cccc2nonc12 (stereo not drawn) | 2.0% | 6.3
N#CC1=C(N)OC2=C(C(=O)CC(c3ccco3)C2)C1c1ccc(OCc2c(F)cccc2Cl)cc1 (stereo not drawn) | -0.3% | -7.6
CCOC(=O)c1cnn(-c2ccccc2)c1-n1cccc1C(=O)C(=O)N(C)C | ? | .
Cc1cc(C)c2c(=O)[nH]n(C(C)C)c2n1 | ? | .
CCOc1ccc(NCc2cccn2-c2nnc(N3CCC(C(=O)NCCCN4CCCCC4)CC3)s2)cc1 | i | .
CN(C)N(C(=O)c1cc(-c2cccs2)nn1-c1ccccc1)C1CCS(=O)(=O)C1 (stereo not drawn) | 9.2% | 8.0
CC(C(=O)NCc1ccccc1)N(Cc1ccccc1Cl)C(=O)c1snc(C(N)=O)c1N (stereo not drawn) | -20.5% | 10.5
Cc1ccc(NC(=O)C2C3C=CC4(O3)C2C(=O)N(CCCN2CCCC2)C4C(=O)NC2CCCCC2)cc1Cl (stereo not drawn) | ? | .

Taken from the results shown for reference:
SMILES | S3 lipid droplet | S3 lipid droplet cell count max
COc1ccc(C2CC(=O)n3nc(C45CC6CC(CC(C6)C4)C5)nc3S2)cc1OC (stereo not drawn) | 1.2% | 1.6
O=C(O)CC(NC(=O)C1c2ccccc2Oc2ccccc21)c1ccc(OC2CCCC2)cc1 (stereo not drawn) | -1.1% | -11.4
O=C(Nc1cccc(Cl)c1Cl)C1CCCO1 (stereo not drawn) | 19.1% | -1.8
CC(C)(C)C1CCc2sc(C(=O)NNC(=O)CCl)cc2C1 (stereo not drawn) | ? | .
Cc1nn(C)c(C(=O)N/N=C/c2ccc(-c3ccccc3)cc2)c1Cl | ? | .
COc1ccc(-c2cn(Cc3cccc(OC)c3)nn2)cc1 | ? | .
COc1ccc(OC)c(S(=O)(=O)N2CCC(C(=O)NCc3ccccc3)CC2)c1 | 5.7% | -9.8
C1CCN(c2nc3nonc3nc2N2CCCC2)C1 | 0.5% | -15.2
CC1CCCCC1NC(=O)CCS(=O)(=O)c1cccc2nonc12 (stereo not drawn) | 2.0% | 6.3
N#CC1=C(N)OC2=C(C(=O)CC(c3ccco3)C2)C1c1ccc(OCc2c(F)cccc2Cl)cc1 (stereo not drawn) | -0.3% | -7.6
CCOC(=O)c1cnn(-c2ccccc2)c1-n1cccc1C(=O)C(=O)N(C)C | ? | .
Cc1cc(C)c2c(=O)[nH]n(C(C)C)c2n1 | ? | .
CCOc1ccc(NCc2cccn2-c2nnc(N3CCC(C(=O)NCCCN4CCCCC4)CC3)s2)cc1 | i | .
CN(C)N(C(=O)c1cc(-c2cccs2)nn1-c1ccccc1)C1CCS(=O)(=O)C1 (stereo not drawn) | 9.2% | 8.0
CC(C(=O)NCc1ccccc1)N(Cc1ccccc1Cl)C(=O)c1snc(C(N)=O)c1N (stereo not drawn) | -20.5% | 10.5
Cc1ccc(NC(=O)C2C3C=CC4(O3)C2C(=O)N(CCCN2CCCC2)C4C(=O)NC2CCCCC2)cc1Cl (stereo not drawn) | ? | .

The results go on.
SMILES | S3 lipid droplet | S3 lipid droplet cell count max
CCc1cccc(C)c1NC(=S)N(CCCN1CCN(C)CC1)Cc1cccs1 | -0.4% | 7.5
COC(=O)C1CCN(C(=O)c2cc3c(=O)n4cccc(C)c4nc3n2Cc2ccccc2)CC1 | ? | .
CC(=O)O[C@@H]1[C@@]2(C)O[C@H]2CC[C@]23O[C@H]2[C@H](OC3=O)C2=C(C)C(=O)O[C@@]21O | -11.5% | 15.0
O=C(COc1ccc(Cl)cc1)Nc1cnn(Cc2c(Cl)cccc2Cl)c1 | ? | .
COc1ccc(C(=O)Nc2ccccc2N2CCN(C(=O)C(C)C)CC2)cc1Cl | 5.9% | 8.9
COc1ccc(OC)c(S(=O)(=O)Nc2ccccc2SC)c1 | 6.7% | 6.6
Cc1ccc(CNC(=O)c2ccc3c(=O)n(CC4CCCO4)c(=S)[nH]c3c2)cc1 (stereo not drawn) | ? | .
O=c1cc(CCl)nc2sc3ccccc3n12 | ? | .
CC(C)(C)c1ccc(OCCCn2ccnc2)cc1 | ? | .
CC(=O)c1ccc(-n2c(=O)[nH]c(=O)c3c(N)c(C(=O)c4ccc(Cl)cc4)sc32)cc1 | ? | .
CC(C)C[C@H](NC(=O)N1CCn2c1nc1ccccc12)C(=O)NCCc1ccccc1 | ? | .
Cc1cccc2nc(COc3ccc4ccccc4c3Br)cn12 | ? | .
Cc1ccc(C(=O)Nc2sc(C)c(C)c2C(=O)c2ccccc2)cc1 | ? | .
Cc1ccccc1C(=O)N1c2ccccc2OCC1C(C)(C)C (stereo not drawn) | 13.9% | -7.9
COc1ccc(-c2nnc(NC(=O)c3cccs3)s2)c(OC)c1 | 12.6% | -10.1
CCCOc1ccccc1C1CC(=O)NC2=C1C(=O)CCC2 (stereo not drawn) | 7.2% | .
COc1ccc(S(=O)(=O)N2CCN(C(=O)c3ccc([N+](=O)[O-])o3)CC2)cc1 | ? | .
COc1ccc(OC)c(C(=O)c2nc3c(n2O)CCCCC3)c1 | ? | .
Cc1cc(Br)c(NC(=O)CCNC(=O)OCc2ccccc2)cc1C | ? | .
COC(=O)c1cccc(CN2C(=O)SC(Nc3ccc(C)cc3)C2=O)c1 (stereo not drawn) | ? | .
CCOc1ccc(-n2cnnn2)cc1S(=O)(=O)Nc1c(C)cccc1C | ? | .
Cc1c(C(=O)NCc2ccccn2)sc2nc(-c3ccccc3)cn12 | ? | .
CCCCOC(=O)c1cccnc1 | 6.4% | 21.7
O=C(c1ccc2c(c1)OCCO2)C1CCN(S(=O)(=O)c2ccccc2F)CC1 | ? | .
Cc1ccc2c(c1)N(CC(=O)OC(CC(C)C)C(=O)NC1CCCC1)C(=O)CO2 (stereo not drawn) | ? | .
Carrying on.
SMILES | S3 lipid droplet | S3 lipid droplet cell count max
O=c1c2c(n3nnnc3n1-c1ccccc1)-c1ccccc1CC21CCCC1 | ? | .
CC(Oc1ccc(Cl)cc1Cl)C(=O)NCCCCc1ccccc1 (stereo not drawn) | 23.0% | .
O=C(CCCl)N(Cc1nc2ccccc2c(=O)[nH]1)Cc1cccs1 | ? | .
COc1ccc(CCN2C(=O)c3ccncc3C2=O)cc1OC | ? | .
COc1ccc(Nc2ccc(C(=O)O)cc2[N+](=O)[O-])cc1 | 15.6% | -6.8
COc1ccc(C(=O)N(C)C2CCCN(Cc3ccccc3F)C2)cc1OC (stereo not drawn) | ? | .
NCCCC[C@H]1NC(=O)[C@H](CCC(=O)O)NC(=O)c2cc([N+](=O)[O-])cc(I)c2OCC[C@@H](C(N)=O)NC1=O | ? | .
O=c1cc(-c2ccncc2)oc2c1ccc1ccccc12 | ? | .
COC(=O)c1cc(C(=O)c2cc(Cl)ccc2O)coc1=N | 0.9% | 2.2
COc1ccccc1OCCNC(=O)c1cc([N+](=O)[O-])cc([N+](=O)[O-])c1 | ? | .
Cc1nc2sc3c(c2c(=O)[nH]1)CCC3 | i | 22.4
Cc1cccc(N2C(=O)CC(N3CCN(c4ccccc4)CC3)C2=O)c1 (stereo not drawn) | i | .
O=C(NCc1ccc(Cl)cc1Cl)C1CC(=O)N(Cc2ccccc2)C1 (stereo not drawn) | ? | .
O=C(CCCCn1c(=O)[nH]c2ccccc2c1=O)N1CCN(c2cccc(C(F)(F)F)c2)CC1 | ? | .
Cc1ccc(NC(=O)c2ccc(Oc3ncccn3)cc2)cc1 | ? | .
Cc1ccc(C)c(NC(=O)CCC(=O)NNC(=O)COc2cc(C)ccc2C)c1 | -15.0% | 4.9
CCN(CC(=O)Nc1c(F)cccc1F)C(=O)CSCc1c(C)noc1C | ? | .
O=C(c1ccccc1)N1CCN(Cc2ccc3c(c2)OCO3)CC1 | ? | .
CCc1ccc(CNC(=O)C(=O)NCC2CCCO2)cc1 (stereo not drawn) | 24.8% | -1.2
Cc1cc(/C=C2\SC(=S)N(C)C2=O)c(C)n1-c1ccc(O)cc1 | -4.3% | -9.6
CCO/N=C(/C)c1c(O)cc(-c2ccccc2)n(-c2ccccc2)c1=O | ? | .
Cc1ccccc1N(C(=O)c1snc(C(N)=O)c1N)C(C(=O)NCc1ccccc1)c1ccc(O)cc1 (stereo not drawn) | ? | .
CN1CCC(OC(=O)c2ccco2)CC1 | -15.1% | -16.6
Cn1ncc2c(Nc3ccc(Cl)c(Cl)c3)ncnc21 | ? | .
O=C(Nc1ccc2c(c1)OCO2)c1ccc(Cl)cc1Cl | ? | .
COc1ccc(OC)c(CNC(=O)C2CCC(=O)N(CCCN3CCCC3=O)C2)c1 (stereo not drawn) | i | 15.9
O=C(CCC(=O)c1ccc(Oc2ccccc2)cc1)Nc1ccc(C(=O)O)cc1 | ? | .
CC(C)CCSc1nnc(Cn2c(=O)sc3ccccc32)n1C | 5.3% | -16.7
O=C(c1cc(-c2ccccc2)nc2ccccc12)N1CCN(C2CCS(=O)(=O)C2)CC1 (stereo not drawn) | i | -16.5
CCN(CC(=O)Nc1ccccc1C(F)(F)F)C(=O)/C=C/c1ccc(Cl)c([N+](=O)[O-])c1 | ? | .
